H37Rv inhibition: M. tuberculosis growth inhibition, HTS (AID 449762); M. tuberculosis H37Rv growth inhibition, 7H9 media; higher % means a stronger effect; one-dose inhibition, % at 25 µM; IC50 in µM for titrated hits; 330,000 compounds, 0.59% hits; in the data active means a potency from the dose series; inconclusive means inhibition above about 70% without an active follow-up result;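 further: bacterial growth assessed after seven days of incubation; strong numbers were not always called active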
Salmonella PhoP GFP: PhoP regulon inhibitors, Salmonella typhi PhoP promoter GFP reporter, confirmatory (AID 1850); 310,000 compounds, 0.33% hits; inhibition, % at 50 µM, or IC50 in µM where a hit was titrated; Salmonella Typhi PhoP-promoter GFP reporter, fluorescence, 4 h; higher % means a stronger effect; in the data active means a potency from the dose series; inconclusive means inhibition mostly from about 25% at the one dose, without a potency; inactive means the rest, 99 in 100 with inhibition below about 19%;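 further: 0% = induced wells with vehicle and 100% = uninduced wells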
H1N1 NS1A inhibition: H1N1 influenza NS1A inhibitors, functional cell based assay (AID 504329); 340,000 compounds, 0.3% hits; NS1A functional cell-based assay, percent inhibition; higher % means a stronger effect; one-dose inhibition, % at 12.5 µM; IC50 in µM for titrated hits; in the data active means a potency from the dose series; inconclusive means inhibition above about 27% without an active follow-up result; further: strong numbers were not always called active
VEEV TC-83 Vero: inhibitors of VEEV TC-83 cytopathic effect, confirmation, Vero cells (AID 588727). inhibition, % at 20 µM; hits with a dose series show IC50 in µM. Vero cells, VEEV TC-83 cytopathic effect inhibition; higher % means a stronger effect. 350,000 compounds, 0.13% hits; in the data active means a potency from the dose series; inconclusive means inhibition mostly from about 14% at the one dose, without a potency; inactive means the rest, 99 in 100 with inhibition below about 12%; further: strong numbers were not always called active
M. tuberculosis: growth inhibition of non-replicating M. tuberculosis (AID 488890). one-dose inhibition, % at 25 µM; IC50 in µM for titrated hits. 320,000 compounds, 0.39% hits. Mycobacterium tuberculosis non-replicating, growth inhibition; higher % means a stronger effect; in the data active means a potency from the dose series; inconclusive means inhibition mostly from about 82% at the one dose, without a potency; inactive means the rest, 99 in 100 with inhibition below about 76%;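 further: plate controls were DMSO cells for no effect and high antibiotic wells for full effect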
VEEV TC-83 Vero 10K pilot screen: recorded beside VEEV TC-83 Vero, whose call it bears; inhibition, %; measured here: 10K pilot screen inhibition
An asterisk follows results filed as active; i = inactive; ? = inconclusive; . = no result given.

SMILES | H37Rv inhibition | Salmonella PhoP GFP | H1N1 NS1A inhibition | VEEV TC-83 Vero | M. tuberculosis | others
COc1ccccc1CNC(=O)CNC(=O)c1ccc(Br)o1 | 0% | -5% | -7% | 0.4% | 7%
C=CCN1CCN(Cc2cnc(Cl)s2)CC1 | 6% | -7% | 0% | 4.5% | 13%
CCOc1ccc(C2C(C#N)=C(N)SC(N)=C2C#N)c(OCC)c1 | -7% | -7% | 1% | 0.1% | -7%
Cc1ccc(N(C)S(=O)(=O)c2ccc3c(c2)NC(=O)C(C)S3)cc1 (configuration not stated) | -2% | -1% | 10% | 2.8% | 12%
Cc1ccc(S(=O)(=O)N2CCN(C(=O)CSc3nc4ccccc4c(=O)[nH]3)CC2)c(C)c1 | 1% | -11% | 7% | 6.8% | 7%
CCOc1ccccc1OCC(=O)Nc1nc2ccccc2[nH]1 | 41% | -6% | 3% | 1.7% | .
CCN1CCN(c2nc3ccccc3nc2NS(=O)(=O)c2ccc(NC(C)=O)cc2)CC1 | -2% | -2% | 3% | 0.1% | -7%
CCCc1nnc(SCC(=O)Nc2ccccc2F)o1 | -12% | 5% | -6% | 2.5% | 49%
CCC(=O)Nc1cc(-c2nnc(OC)c3ccccc23)ccc1N1CCOCC1 | 0% | -3% | 3% | 2.0% | 5%
CCn1c(=O)c2cc(C(=O)NCCC(C)C)sc2c2ccccc21 | 9% | -10% | -1% | 9.3% | -1%
O=C(CSc1cccc[n+]1[O-])NCCCc1ccccc1 | -8% | 3% | 5% | i | -2%
N/C(Cc1ccc([N+](=O)[O-])cc1)=N\OC(=O)c1ccco1 | 0% | 8% | -6% | i | 40%
O=c1[nH]cc(I)cc1I | . | . | -8% | 1.8% | .
CCOC(=O)C1(Cc2ccc(Cl)cc2)CCN(C(=O)C2=NNC(=O)CC2)CC1 | -2% | -1% | 0% | 7.2% | 1%
COCCNC(=O)COCc1cc(-c2ccc3c(c2)OCO3)on1 | -1% | 7% | -6% | 0.6% | -8%
O=C1C2C3CCC(C3)C2C(=O)N1c1ccc(OS(=O)(=O)c2ccccc2)cc1 (configuration not stated) | 4% | 1% | -8% | i | -3%
COc1cccc(CNC(=O)CCC2CCCN(C(=O)c3cc(C)[nH]n3)C2)c1 (configuration not stated) | -5% | 4% | -4% | i | -4%
N#Cc1c(N)c(C(=O)c2ccccc2)n2c1CCCC2 | -13% | -8% | 6% | 2.2% | -3%
COc1cccc(CNC(=O)CCNC(=O)c2ccccc2OC)c1 | -6% | -6% | 0% | 0.7% | -18%
CC(=O)C1C(c2ccc(C)cc2)c2c(n[nH]c2C)CC1(C)O (configuration not stated) | 3% | 1% | -7% | i | -3%
CCN(CC)C(=O)[C@H]1C[C@H](CC(=O)NCCc2ccccn2)C(=O)N2CCc3c([nH]c4ccc(Cl)cc34)[C@]12C | . | . | 16% | i | .
CCN(Cc1ccccc1)C(=O)Cn1c(=O)n(CC(=O)N2CCCCC2)c(=O)c2sccc21 | -3% | 5% | 5% | 2.1% | -1%
CCc1cccc(C)c1NC(=O)CN1CCN(S(=O)(=O)c2ccc(C(C)(C)C)cc2)CC1 | 1% | -1% | 0% | 0.9% | 7%
O=C(OCn1nnc2ccccc2c1=O)c1cc2ccccc2o1 | ? | -1% | 0% | 1.4% | ?
COc1cc2ccccc2cc1C(=O)N(CCN(C)C)c1nc2ccc(Br)cc2s1 | ? | -30% | 2% | 8.1% | 42%
CSc1nc(-c2ccco2)nn1C(=O)c1ccc(C)cc1 | 1% | 9% | -8% | 0.3% | 9%
CN1/C(=C\C(=O)COC(=O)c2ccccc2O)C(C)(C)c2ccccc21 | ? | 5% | -7% | i | ?
COc1cc(C)c(S(=O)(=O)Nc2ccccc2F)cc1C | -2% | -2% | -2% | 2.3% | 1%
Cc1ccc(CC(=O)N2CC(C)OC(C)C2)cc1 (configuration not stated) | -4% | 6% | 5% | 1.5% | 1% | VEEV TC-83 Vero 10K pilot screen=0.2
COc1ccc(CNC(=O)C(c2ccco2)N(C(=O)c2csnn2)c2cccc(C)c2C)cc1 (configuration not stated) | -1% | 10% | -16% | 5.6% | 41%

In the list so far, two contain fluorine:
SMILES | H37Rv inhibition | Salmonella PhoP GFP | H1N1 NS1A inhibition | VEEV TC-83 Vero | M. tuberculosis | others
CCCc1nnc(SCC(=O)Nc2ccccc2F)o1 | -12% | 5% | -6% | 2.5% | 49%
COc1cc(C)c(S(=O)(=O)Nc2ccccc2F)cc1C | -2% | -2% | -2% | 2.3% | 1%

More results:
SMILES | H37Rv inhibition | Salmonella PhoP GFP | H1N1 NS1A inhibition | VEEV TC-83 Vero | M. tuberculosis | others
CN1CCN(C2Cc3ccccc3Sc3ccc(Cl)cc32)CC1 (configuration not stated) | ? | -13% | 4% | 4.7% | 77%
CC1CC(C)CN(C(=O)COC(=O)/C=C/c2cccc([N+](=O)[O-])c2)C1 (configuration not stated) | . | . | 10% | 2.4% | .
CCC1CCCCN1CCCNC(=O)c1ccc2c(c1)c(C)c(C)n2CC (configuration not stated) | -3% | 4% | 10% | 1.4% | 37%
COC(=O)CSc1nnc(CNC(=O)c2cccs2)n1-c1cccc(C)c1 | . | . | 0% | 0.2% | .
Cc1cc(C)c(C(=O)CC(=O)c2cccnc2)c(C)c1 | . | . | 4% | 1.2% | .
Cc1ccc(S(=O)(=O)NCCCCCC(=O)Nc2ccccn2)cc1 | 24% | 1% | 11% | 1.9% | 28%
O=C(CCSCCc1ccccn1)Nc1ccc(Cc2ccncc2)cc1 | 36% | -10% | 2% | 2.5% | 64%
CCCOc1ccc(-c2nc(C#N)c(N3CCN(C)CC3)o2)cc1 | 2% | -7% | -8% | 3.1% | .
CCC(C)NC(=O)C1(C)CCC(=O)N1CCc1ccc(OC)c(OC)c1 (configuration not stated) | -10% | 5% | -4% | 1.4% | 6%
O=C(CNCc1ccc(F)cc1)Nc1cc(S(=O)(=O)N2CCOCC2)ccc1Cl | -1% | . | 0% | 3.0% | 8%
Cc1cccc(C)c1OC(=O)CSc1nnc(-c2ccccc2O)o1 | ? | -8% | -14% | 2.5% | ?
CSCCNC(=O)c1ccc(OC2CCN(CCc3ccccc3)CC2)cc1 | -2% | 9% | -7% | 1.9% | 11%
Cc1cc2c(cc1C)C(c1cc(Br)ccc1F)CC(=O)N2 (configuration not stated) | -4% | 9% | -11% | 0.8% | -9%
O=C(NC(c1ccccc1)c1ccccc1)c1ccc(S(=O)(=O)C(F)F)cc1 | 3% | -1% | -4% | 5.6% | -12%
Cc1ccc(S(=O)(=O)NC2CC(C)(C)NC(C)(C)C2)c(C)c1C | 3% | 8% | 0% | i | -1%
FC(F)(F)c1cnc(Sc2nc3nccc(-c4ccc(Cl)cc4)n3n2)c(Cl)c1 | 3% | 9% | 0% | i | 21%
C#CCOCCOCCOCCNc1nc(N2CCN(C(=O)[C@H](CCCCN)n3cc(CN)nn3)CC2)nc(N2CCN(C(=O)[C@H](CCCCN)n3cc(CN)nn3)CC2)n1 | 5% | . | -4% | 6.0% | 47%
COc1ccc(C2C(C#N)=C(N)N(c3ccccc3C#N)C3=C2C(=O)CCC3)cc1CN1CCCC1 (configuration not stated) | 9% | 4% | 19% | 0.6% | 0%
CN1CCN(C(=O)CC2(CC(=O)O)CCCC2)CC1 | -2% | 5% | -8% | 2.6% | -6%
CCSc1nc(C)cc(C)c1S(=O)(=O)c1ccccc1C | 3% | 24% | -8% | 3.5% | 13%
CCc1ccccc1S(=O)(=O)c1c(C)cc(C)nc1Cl | -1% | -9% | -19% | i | 12%
O=C(O)c1ccc(COc2cccc(CO)c2)cc1 | 3% | 19% | 1% | i | 4%
CN(C)S(=O)(=O)c1ccc2oc(SCC(=O)Nc3ccccc3F)nc2c1 | -5% | 3% | -28% | 3.7% | 7%
CCc1ccc(C(=O)NC(C(=O)O)C(C)C)cc1 (configuration not stated) | 10% | -8% | -6% | 2.8% | -8%
CC(C)OC(=O)CN1C(=O)c2ccccc2C1=O | -9% | 9% | 10% | 2.6% | -17%
CC(=O)N(CCN(C)C)c1nc2cc3c(cc2s1)OCCO3 | 4% | 11% | 2% | i | -10%
CN(C)c1ccc(C(C(=O)NC(C)(C)C)N(C(=O)c2csnn2)C2CC2)cc1 (configuration not stated) | 15% | 1% | -2% | 1.0% | -5%
COc1ccc(NC(=O)CSCC(=O)Nc2cccc3ncccc23)cc1 | 6% | -2% | -4% | 2.8% | 0%
CCc1ccc(NC(=O)CSCCO)cc1 | ? | -1% | -10% | 0.4% | -13%
O=C(CN1CCN(C(=O)c2ccccc2)CC1)Nc1ncc(Br)cc1Br | 0% | -5% | -2% | 0.3% | 7%

In the list so far, these contain a thiophene ring, fused or not.
SMILES | H37Rv inhibition | Salmonella PhoP GFP | H1N1 NS1A inhibition | VEEV TC-83 Vero | M. tuberculosis | others
CCn1c(=O)c2cc(C(=O)NCCC(C)C)sc2c2ccccc21 | 9% | -10% | -1% | 9.3% | -1%
CCN(Cc1ccccc1)C(=O)Cn1c(=O)n(CC(=O)N2CCCCC2)c(=O)c2sccc21 | -3% | 5% | 5% | 2.1% | -1%
COC(=O)CSc1nnc(CNC(=O)c2cccs2)n1-c1cccc(C)c1 | . | . | 0% | 0.2% | .

Next records
SMILES | H37Rv inhibition | Salmonella PhoP GFP | H1N1 NS1A inhibition | VEEV TC-83 Vero | M. tuberculosis | others
CCOc1cc(N2CCOCC2)c(OCC)cc1NC(=O)c1ccc(S(C)(=O)=O)cc1 | -5% | 1% | 5% | 2.0% | -3%
O=C(NCCO)c1cc2ccccc2c(=O)s1 | 4% | 2% | -3% | 1.5% | -8%
CN1C(=O)CSC1=Nc1ccc(Br)cc1 | 4% | 5% | -3% | i | 54%
CN1CCCC(OC(=O)c2ccc(C#N)cc2)C1 (configuration not stated) | -6% | -4% | -1% | 0.7% | -11%
O=C(CN1C(=O)NC2(CCCC2)C1=O)N1CCN(S(=O)(=O)c2cccc(C(F)(F)F)c2)CC1 | 4% | 0% | 7% | 1.9% | 3%
O=C(Nc1ccccc1)Nc1n[nH]c2nnc(-c3ccccc3)c(-c3ccccc3)c12 | 1% | -14% | 4% | 11% | 29%
Cc1cc(=O)[nH]c(CCl)n1 | 68% | -2% | . | 4.4% | 6%
CCOc1ccc(C(=O)NCCN(C)C)cc1 | -5% | 0% | 1% | i | 9% | VEEV TC-83 Vero 10K pilot screen=0.0
O=C(Nc1ccc([N+](=O)[O-])cc1)c1cn(-c2ccccc2)nc1-c1cc2ccccc2o1 | -10% | -7% | 0% | 1.4% | -22%
CC(C)(C)C(=O)Oc1cc(N)n(S(=O)(=O)c2ccc(F)cc2)n1 | -12% | 6% | 18% | 1.5% | -31%
CC1CC(C)(C)NC(=S)N1CCCC(=O)Nc1ccc2c(c1)OCCO2 (configuration not stated) | -13% | 15% | 3% | i | 12%
NC(=O)c1ccccc1N1CCCCC1 | 4% | -4% | 0% | 2.5% | 1%
NNC(=O)c1csc(CS(=O)(=O)c2ccc(Cl)cc2)n1 | 4% | 7% | . | i | -4%
CC(C)CCNC(=O)c1c[nH]c2ccc(S(=O)(=O)N3CCOCC3)cc2c1=O | 12% | -18% | 1% | 2.1% | 7%
COn1c(C)c(C)c2c3nonc3ccc21 | . | . | -11% | 3.0% | .
NC(=O)c1ccc(N2CCN(S(=O)(=O)c3ccccc3)CC2)c([N+](=O)[O-])c1 | -1% | -4% | 7% | i | -15%
CCOCCCNC(=O)c1ccc(CS(=O)(=O)Cc2ccc(C)cc2)o1 | -2% | -10% | -6% | 0.4% | 14%
O=C(Cc1c[nH]c2ccccc12)N/N=C/c1cccc(F)c1 | 0% | -4% | -5% | i | -1%
CCOc1ccc(Oc2cc(N)cc([N+](=O)[O-])c2)cc1 | 4% | -14% | -3% | 2.2% | 42% | VEEV TC-83 Vero 10K pilot screen=2.0
CN(c1ccccc1)c1ncnc2c1ncn2C | . | . | -21% | 0.4% | .
CCN(CC)S(=O)(=O)c1cccc(C(=O)Nc2nncs2)c1 | -9% | -17% | -5% | 1.6% | 3%
C=CCc1c(C)nc2c(C)cccc2c1SC(=N)N | 2% | 1% | -1% | 2.9% | 26%
Cc1ccc(O)c(NC(=O)c2onc(C)c2Cl)c1 | 8% | -7% | 1% | 0.5% | -4%
CN(C)/C=C/C(=O)c1nnn(C2CCCCC2)c1NC1CCCCC1 | 1% | -5% | -9% | i | 22%
COc1ccc(CCNC(=O)C/C(C)=N/NC(=O)c2cnccn2)cc1 | 1% | 4% | -1% | 1.9% | 7%
COc1cc2c(cc1OC)CN(CC(O)c1ccccc1)CC2 (configuration not stated) | -5% | -3% | 1% | i | 15%

Bioassay records (PubChem)
